Screening results (PubChem BioAssay)
CBFb-RUNX1 inh: inhibitors of human CBF-beta and RUNX1 interaction; Potency, µM (top dose mostly 59.8 µM), for inactives: at the top dose activity, negative = inhibition, usual class: inhibitors; Q01196+Q13951; 230,000 tested, under 10 active; AlphaScreen CBFb-His/RUNX1-biotin binding, biochemical; further: % of control where 0% means no effect
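Proteins preincubated together for 20 min at RT before compound addition; 15 min later, nickel and streptavidin beads were added and left 90 min prior to AlphaScreen measurement.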
HttQ103 aggreg: mutant huntingtin aggregation inhibition; 220,000 compounds, 1.1% hits; AID 1688; PC12 HttQ103-GFP aggregates, Acumen cytometry, 40 h; Potency, µM (top dose mostly 46.1 µM), without a hit: at the highest dose activity change, negative = inhibition, actives largely listed as inhibitors; further: potency means the concentration at half of the fitted maximal effect; on the % scale 0 is the no-effect control and ±100 the full control effect; nearly all actives have a fitted effect of over 60% in size
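Multiplexed with ATP-based cell death, this channel scores GFP aggregates in PC12 cells expressing inducible HTTex1-Q103-GFP. Induction used 100 nM tebufenozide; compounds were tested in concentration series.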
Luc counter: blocks Kinase-Glo luciferase, a counter-screen artifact; Kinase-Glo luciferase, ATP luminescence, 8 min; AID 1379; 200,000 compounds, 0.28% hits; Potency, µM (highest dose often 38.3 µM), inactives show top-dose activity change, negative = inhibition, actives largely listed as inhibitors; further: potency means the concentration at half of the fitted maximal effect; on the % scale 0 is the no-effect control and ±100 the full control effect; nearly all actives have a fitted effect of over 60% in size
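Substrate mix (final 50 mM imidazole pH 7.2, 50 mM KCl, 7 mM MgCl2, 10 uM ATP, 0.01% Tween 20, 0.05% BSA) plus pin-tool compound, then Kinase-Glo detection mix; 8 min ambient, luminescence read.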
NPSR antagonist: antagonists of human neuropeptide S receptor cAMP signaling; Q6W5P4; CHO-NPSR cells, cAMP TR-FRET, antagonist mode; Potency, µM (highest dose often 38.3 µM), for the others: at the highest dose activity change, negative = inhibition, hits mostly inhibitors; 220,000 compounds, 1% hits; AID 1461; further: potency means the concentration at half of the fitted maximal effect; on the % scale 0 is the no-effect control and ±100 the full control effect; nearly all actives have a fitted effect of over 50% in size; many of its hits are not listed in these tables
Epigenetic derep: epigenetic control regulation, reporter derepression; murine LDR cells, GFP reporter derepression, 30 h; Potency, µM (titrated, usually from 53.9 µM), without a hit: top-dose GFP activation, most hits filed as activators; 280,000 compounds, 0.2% hits; further: potency means the concentration at half of the fitted maximal effect; % of control where 0% means no effect; nearly all actives have a fitted effect of over 60% in size
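Murine LDR cells carrying a silenced, genomically integrated CMV-driven GFP reporter were exposed to compound for 30 hours at 37 C. After PBS washes, GFP-positive cells (20–120 um objects) were counted by laser-scanning microplate cytometry.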
L3MBTL1 block: L3MBTL1 (human) inhibition | AID 485360 | 230,000 compounds, 0.66% hits | Potency, µM (titrated, usually from 57.1 µM), inactives show at the top dose activity, negative = inhibition, usual class: inhibitors | Q9Y468 | AlphaScreen L3MBTL1–H3K9me1 peptide binding; further: potency means the concentration at half of the fitted maximal effect; on the % scale 0 is the no-effect control and ±100 the full control effect; nearly all actives have a fitted effect of over 60% in size
Target sequence (Q9Y468 whole entry, looked up): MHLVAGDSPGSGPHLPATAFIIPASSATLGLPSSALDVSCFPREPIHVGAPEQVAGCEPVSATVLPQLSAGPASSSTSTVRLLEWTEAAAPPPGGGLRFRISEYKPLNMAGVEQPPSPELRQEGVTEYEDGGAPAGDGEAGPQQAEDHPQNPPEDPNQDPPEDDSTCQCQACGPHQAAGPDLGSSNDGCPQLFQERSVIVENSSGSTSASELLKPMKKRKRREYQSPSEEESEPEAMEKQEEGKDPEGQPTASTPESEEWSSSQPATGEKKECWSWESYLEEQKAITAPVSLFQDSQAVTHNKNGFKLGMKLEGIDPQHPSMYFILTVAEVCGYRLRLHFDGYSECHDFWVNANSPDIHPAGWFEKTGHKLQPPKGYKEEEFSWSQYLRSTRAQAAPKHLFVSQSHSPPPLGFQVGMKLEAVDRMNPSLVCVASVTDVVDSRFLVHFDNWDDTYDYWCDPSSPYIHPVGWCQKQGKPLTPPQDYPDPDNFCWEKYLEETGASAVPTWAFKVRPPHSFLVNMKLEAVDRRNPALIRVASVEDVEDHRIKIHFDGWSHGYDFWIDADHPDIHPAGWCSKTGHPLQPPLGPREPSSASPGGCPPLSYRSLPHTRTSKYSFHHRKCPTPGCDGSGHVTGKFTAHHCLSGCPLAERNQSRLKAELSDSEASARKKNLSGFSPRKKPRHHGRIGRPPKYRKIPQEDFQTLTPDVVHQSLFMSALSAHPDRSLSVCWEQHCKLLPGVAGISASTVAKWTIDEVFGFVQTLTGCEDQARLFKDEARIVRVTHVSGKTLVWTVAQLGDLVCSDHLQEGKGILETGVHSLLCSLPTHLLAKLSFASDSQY
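L3MBTL1 (50 nM) pre-complexed 30 min with biotinylated H3(1-15)K9me1 peptide (75 nM), then compounds added for 30 min at room temperature; AlphaScreen streptavidin donor/nickel chelate acceptor beads (10 ug/mL final) read after 30 min dark incubation.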
IMPase Li inh: cell-permeable IMPase inhibitors with lithium potentiation. CHO-M1 cells, IP1 TR-FRET (IP-One), carbachol + lithium. Potency, µM (series often up to 59.4 µM), without a hit: top-dose activity, negative = IMPase inhibition, hits mostly inhibitors. 210,000 compounds, 0.35% hits;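 further: IP1 builds up when IMPase is blocked and the TR-FRET signal falls; potency means the concentration at half of the fitted maximal effect; plate controls were basal vehicle for no effect and high inhibitor control for full effect; nearly all actives have a fitted effect of over 50% in size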
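CHO cells stably expressing M1 receptor (2000/well) were cultured 16–30 h, then exposed to compounds with a small lithium addition for 30 min at 37C. IP1 was measured by TR-FRET competition; AC50 from Hill fits.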
Starred values were filed as active, the others as inactive; u = inconclusive; x = no result given; [ ] = another dose, or the depositor's remark. The call rests on the fitted dose curve; in most records, active means well fitted curve in the direction sought with a large enough effect; inconclusive means small, poorly fitted or top-dose-only effect, or another doubt; inactive means no such curve, though single readings can be large; an effect the other way counts as inactive or inconclusive.

SMILES	CBFb-RUNX1 inh	HttQ103 aggreg	Luc counter	NPSR antagonist	Epigenetic derep	L3MBTL1 block	IMPase Li inh
Cc1cc(C(=O)COc2ccccc2C(N)=O)c(C)n1CC1CCCO1 (configuration not stated)	1%	u	-4%	14%	1.8%	x	10%
CN(CCC#N)C(=O)COC(=O)c1c2c(nc3ccccc13)/C(=C/c1ccco1)CC2	x	6%	-12%	-15%	0.0%	10µM*	-17%
CS(=O)(=O)Nc1ccccc1C(=O)Nc1cc(Cl)cc(Cl)c1	-6%	8.9µM*	17%	-9%[46.1 µM]	0.6%	x	18%[38.3 µM]
Cc1nn(CC(=O)Nc2ccc(C#N)cc2)c(C)c1[N+](=O)[O-]	16%	-3%	3%	-7%	-0.3%	2%[11.4 µM]	5%
CCNC(=O)CCSc1nnc(-c2ccco2)o1	-1%	7%	1%	12%	0.1%	-4%	-3%
CCCCCCCC(=O)NN=C1CCN(Cc2ccccc2)CC1	-2%	0%	1%	11%	0.9%	-2%	0%
O=C(CSc1nn(-c2ccc(Cl)cc2)c(=S)s1)NCC1CCCO1 (configuration not stated)	-16%	12%	0%	-6%	-0.5%	u	2%
CCOc1ccc(C2C(C(=O)OC)=CN(CCOC)C=C2C(=O)OC)cc1	24%	4%	2%	-9%[46.1 µM]	3.2%	12%	-8%[38.3 µM]
CCCCNS(=O)(=O)C1CCS(=O)(=O)C1 (configuration not stated)	5%	10%	-4%	3%[46.1 µM]	0.6%	x	33%[38.3 µM]
O=C(NC1CC1)C1CC(=O)N(C2CCCCC2)C1 (configuration not stated)	1%	-7%	-5%	u	1.3%	2%	-5%[38.3 µM]
Cn1c(SCCOc2ccc(Cl)cc2)nnc1-c1ccncc1	-7%	-10%	-4%	1%[46.1 µM]	-1.1%	-2%	32%[activator][38.3 µM]
CCOC(=O)c1c(C)nc(SC)c(C#N)c1-c1ccccc1	0%	-8%	2%	-17%[46.1 µM]	0.0%	62%[activator]	11%
Cc1ccc(Cl)cc1N1CCN(S(=O)(=O)c2ccc3c(c2)oc(=O)n3C)CC1	2%	-23%	0%	u	-0.9%	-4%	-3%[38.3 µM]
CCN(CC)S(=O)(=O)c1ccc(N2CCOCC2)c(NC(=O)c2c3c(nc4ccccc24)CCC3)c1	-27%	7%	-3%	22%	-0.9%	28µM*	11%
O=C(CCCC(=O)OCC(=O)c1ccc(F)cc1)Nc1cc(C(F)(F)F)ccc1Cl	5%	4%	-4%	-9%[46.1 µM]	-7.4%	x	27%[38.3 µM]
O=C(NCCN1CCOCC1)c1csc2c1CCCC2	17%	-12%	-3%	-6%[46.1 µM]	-6.3%	0%	7%[38.3 µM]
CCCc1cc(C(=O)NNC(=S)NC(C)c2ccccc2)cs1 (configuration not stated)	-5%	u	3%	-13%[46.1 µM]	-1.2%	x	-16%[38.3 µM]
FC(F)(F)c1ccc(/C=N/N2CCN(Cc3ccccc3)CC2)cc1	1%	-8%	0%	-1%	-1.0%	-11%	3%
O=c1/c(=C\c2cccnc2)sc2nc3ccccc3n12	13%	-7%	-3%	-9%[46.1 µM]	0.0%	x	21%[38.3 µM]
CC(C)CCNC(=O)C(c1cccs1)N(CC1CCCO1)C(=O)Cn1nnc2ccccc21 (configuration not stated)	0%	17%	1%	-6%[46.1 µM]	0.9%	0%	9%[38.3 µM]

Shown as a hit in L3MBTL1 block (from the list above):
smiles | CBFb-RUNX1 inh | NPSR antagonist | Epigenetic derep | L3MBTL1 block | IMPase Li inh
CN(CCC#N)C(=O)COC(=O)c1c2c(nc3ccccc13)/C(=C/c1ccco1)CC2 | x | -15% | 0.0% | 10µM* | -17%
CCN(CC)S(=O)(=O)c1ccc(N2CCOCC2)c(NC(=O)c2c3c(nc4ccccc24)CCC3)c1 | -27% | 22% | -0.9% | 28µM* | 11%

Next part.
SMILES	CBFb-RUNX1 inh	HttQ103 aggreg	Luc counter	NPSR antagonist	Epigenetic derep	L3MBTL1 block	IMPase Li inh
C=CCNC(=O)COC(=O)COc1ccc(Cl)cc1	u	-7%	5%	4%	-0.1%	2%	3%
CCOC(=O)C(C)Oc1ccc(C2NC(=O)NC(C)=C2C(C)=O)cc1Br (configuration not stated)	5%	-13%	1%	-13%[46.1 µM]	-1.1%	-9%	25%[38.3 µM]
COc1cc(/C=N/Nc2nc(=O)[nH]nc2C)cc([N+](=O)[O-])c1O	-11%	1%[9.22 µM]	x	u	7.3%	0%	x
CC(C)/C=C1\CC/C(=C\c2cccnc2)C1=O	-2%	17%	-2%	-19%	6.1%	x	-1%
COc1ccc(OC)c(NC(=O)c2c(NC(=O)CNCc3ccco3)sc3c2CCC3)c1	-2%	16%	-3%	u	0.0%	8%	3%[38.3 µM]
O=C(CCc1ccccc1)N1CCN(CCO)CC1	1%	9%	-1%	-9%[46.1 µM]	-1.9%	10%	-15%[38.3 µM]
CCN(CC)S(=O)(=O)c1cccc(-c2nnc(SCC(=O)c3cc(C)n(C)c3C)o2)c1	-10%	11%	1%	-1%[7.67 µM]	u	-5%	7%[38.3 µM]
Cc1cc(C(=O)Nc2ccccc2)oc1C	0%	-2%	13µM*	-7%[46.1 µM]	4.7%	-1%	-4%[38.3 µM]
Cc1cccn2cc(CNC(=O)c3ccc(Br)o3)nc12	7%	18%[9.22 µM]	x	-3%	-0.2%	2%	6%
CN(C(=O)c1cccs1)c1ccc(OCC(=O)Nc2ccc(C(=O)O)cc2)cc1	-1%	u	x	9%	0.1%	1%	x
CCOC(=O)N1CCC(N2CCN(S(=O)(=O)CC)CC2)CC1	5%	18%	-2%	2%[46.1 µM]	-1.1%	4%	8%[38.3 µM]
CC(C)(C)OC(=O)NCCNC(=O)c1cccs1	4%	11%[9.22 µM]	x	-29%	-2.4%	5%	x
COCCNC(C(=O)Nc1ccc(C)cc1[N+](=O)[O-])c1ccccc1 (configuration not stated)	-4%	3%	-1%	-9%	1.7%	x	-9%
CCS(=O)(=O)c1ccc(OC)c(N=Nc2ccc(O)c3ncccc23)c1	x	7.9µM*	-11%	4%	u	x	5%
Cc1ccc(Nc2nc(Nc3ccc(C)cc3)nc(SC3=NCCS3)n2)cc1	-18%	-70%	-1%	-23%[46.1 µM]	-5.4%	x	16%[38.3 µM]
CC(C)CC(=O)c1c[nH]c(C(=O)NCc2cccnc2)c1	-17%	-11%	-3%	7%	-1.4%	16%	-4%
S=C(Nc1ccc(Cl)cc1)N(CCCN1CCOCC1)Cc1cccs1	-10%	10%	-1%	-54%	-1.4%	20%	16%
CN1CCN(C(=O)c2ccccc2NC(=O)CCN2C(=O)c3ccccc3C2=O)CC1	5%	12%	2%	1%[46.1 µM]	0.0%	35%[activator][11.4 µM]	-2%[38.3 µM]
O=C(COc1ccc(Cl)cc1)N1CCN(C(=O)c2cccc(F)c2)CC1	1%	3%	5%	11%[46.1 µM]	1.1%	x	23%[38.3 µM]
COC(=O)C1=C(C)NC(=O)/C1=C\c1ccc2c(c1)OCO2	5%	20%	-2%	3%[46.1 µM]	-1.2%	-3%	20%[38.3 µM]

Structures listed so far with bromine (2):
SMILES	CBFb-RUNX1 inh	HttQ103 aggreg	Luc counter	NPSR antagonist	Epigenetic derep	L3MBTL1 block	IMPase Li inh
CCOC(=O)C(C)Oc1ccc(C2NC(=O)NC(C)=C2C(C)=O)cc1Br (configuration not stated)	5%	-13%	1%	-13%[46.1 µM]	-1.1%	-9%	25%[38.3 µM]
Cc1cccn2cc(CNC(=O)c3ccc(Br)o3)nc12	7%	18%[9.22 µM]	x	-3%	-0.2%	2%	6%

Continuation:
SMILES	CBFb-RUNX1 inh	HttQ103 aggreg	Luc counter	NPSR antagonist	Epigenetic derep	L3MBTL1 block	IMPase Li inh
COc1ccc(NC(=O)c2sc3nc(C)nc(N4CCOCC4)c3c2C)c(OC)c1	2%	-3%	-2%	-2%	-0.1%	x	-3%
Cc1cc(C(=O)Nc2sc(C)c(-c3ccc(F)cc3)c2C(N)=O)no1	-8%	11%	-4%	-13%[46.1 µM]	3.9%	43%[activator]	-11%[38.3 µM]
COc1ccc(C2CC(=O)C(C=NCCN3CCN(C(C)=O)CC3)=C(O)C2)cc1OC (configuration not stated)	3%	7%	2%	-6%[46.1 µM]	0.0%	0%	3%[38.3 µM]
NC(=O)CC(NC(=O)c1ccccc1)c1ccc(NCCc2ccc(F)cc2)c([N+](=O)[O-])c1 (configuration not stated)	1%	10%[9.22 µM]	x	-9%	u	x	x
COC(=O)C1=C(C(=O)OC)[C@@H]2N(Cc3ccccc3)c3ccccc3[C@@]23C[C@@H](C(=O)OC)N(C(=O)c2ccco2)C3=N1	3%[13.1 µM]	x	1%[7.66 µM]	x	x	x	1%
Cc1nc(C)n(C(C)CC(=O)O)n1 (configuration not stated)	-3%	-17%	0%	0%[46.1 µM]	3.0%	46%[activator]	-4%
CCOC(=O)Cc1csc(NC(=O)CSc2nnc(C3CC3)n2C)n1	5%	-10%	-2%	1%[46.1 µM]	-4.9%	7%	-1%
COCCNC(=O)c1ccc(-n2c(SCc3ccncc3)nc3ccccc3c2=O)cc1	2%	3%	-1%	-15%	-1.3%	x	3%
COc1ccc(N2CC(C(=O)Nc3nccs3)CC2=O)cc1 (configuration not stated)	0%	11%	0%	-15%[46.1 µM]	-1.1%	10%	4%[38.3 µM]
COc1ccc(N(C(=O)CCl)C(C(=O)NCCc2ccccc2)c2cccs2)cc1 (configuration not stated)	5%	2.2µM*	-1%	u	0.9%	2%	11%
Nc1ccccc1C(=O)NC1CCCCNC1=O (configuration not stated)	3%	6%[9.22 µM]	x	-22%	-0.8%	-1%	x
CCOC(=O)CNC(=O)Nc1nnc(-c2ccc(OCC)cc2)o1	0%	-3%	0%	-6%[46.1 µM]	-4.2%	-4%	6%[38.3 µM]
O=C(CN1CCCC1)OCCCc1ccccc1	-1%	-19%	13%	15%	0.0%	-17%	12%
COc1cc(/C=N/NC(=O)[C@H](Cc2c[nH]c3ccccc23)NC(=O)OCC(C)C)cc([N+](=O)[O-])c1O	0%	4%	2%	-20%[46.1 µM]	1.3%	-3%	-5%
CCOC(=O)c1sc(NC(=O)c2ccccc2OCC)nc1C	12%	-9%	-2%	-39%	1.1%	x	12%
O=C(NNC(=O)C1CCN(Cc2ccccc2)CC1)c1cccs1	2%	6%[9.22 µM]	1%	11%	-1.9%[10.1 µM]	5%	5%
CCOC(=O)c1ccc(NC(=O)c2nc[nH]c2C(=O)N[C@H](C)c2ccccc2)cc1	-8%	-14%[9.22 µM]	x	-57%	u	x	x
N#CC1=C(N)Nc2nc3ccccc3n2C1c1ccc(F)cc1 (configuration not stated)	4%	u	1%	2%[46.1 µM]	0.0%	4%	2%
CCCn1nc2cc(C(=O)NCCc3ccc(C)cc3)ccc2c1OCC	-1%	1%	-7%	-13%[46.1 µM]	0.0%	0%	6%[38.3 µM]
CN(C)Cc1c(O)c(Cl)cc2c3c(c(=O)oc12)CCCC3	-3%	6%	0%	25%[46.1 µM]	0.1%	x	u

This is a subset; the hit share may differ from the screen's.
